TbPYK inhibitor = T. brucei pyruvate kinase inhibition; Potency, µM (top dose mostly 76.8 µM), without a hit: at the highest dose activity, negative = inhibition, actives largely listed as inhibitors; TbPYK enzyme, Kinase-Glo Plus ATP luminescence, 45 min; actives 0.12% (n = 410,000); Q57TT1; note: nearly all actives have a fitted effect of over 50% in size
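In this concentration-response screen, enzyme-free wells defined baseline while DMSO plates tracked drift. Each reaction combined TbPYK, substrate, compound and 130 uM ADP for 45 min at room temperature. Kinase-Glo Plus luminescence gave the signal.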
Sm TGR block = inhibitors of Schistosoma mansoni thioredoxin glutathione reductase; Q962Y6; purified TGR, DTNB reduction, TNB absorbance 405 nm; Potency, µM (titrated, usually from 114 µM), for inactives: at the top dose activity change, negative = inhibition, actives largely listed as inhibitors; actives 3% (n = 360,000); note: nearly all actives have a fitted effect of over 60% in size
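First, TGR (20 nM dispensed) and NADPH were mixed with compound. Second, a 15 min room-temperature incubation followed. Third, further NADPH and then DTNB were added to start the reaction. Finally, TNB absorbance was monitored kinetically.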
Active calls of the source: *; [ ] = another dose, or the depositor's remark. Calls come from the whole dose curve; as a rule, active = well fitted curve in the direction sought with a large enough effect; inconclusive = small, poorly fitted or top-dose-only effect, or another doubt; inactive = no such curve, though single readings can be large; an effect the other way counts as inactive or inconclusive. % is set by controls: 0 for no effect and ±100 for the full control effect; potency is the fitted concentration of half-maximal effect. This is a subset, so the mix of outcomes need not match the whole.

| SMILES | TbPYK inhibitor | Sm TGR block |
| --- | --- | --- |
| Cc1ccc(CNC(=O)CN2C(=O)CC(c3ccc(C)c(C)c3)=Nc3ccccc32)cc1 | 1% | 2% |
| COc1cccc(CSc2nc3ccccc3c3nc(CCn4c(C)nc5ccccc54)nn23)c1 | 1% | 0% |
| CCOc1ccccc1NC(=O)CN1C=NS(=O)(=O)c2ccccc21 | -6% | 32% |
| O=C(CSc1nnc(-c2cccs2)o1)Oc1ccc(Cl)cc1 | 0% | -12% |
| CC(C)Cn1cc(NC(=O)N2CCN(c3cccc(C(F)(F)F)c3)CC2)c2ccccc2c1=O | -3% | 4% |
| CCN1C(=O)c2ccccc2S(=O)(=O)c2ccc(C(=O)NCc3ccc(C)cc3)cc21 | -13% | -1% |
| CCOc1ccc2nc(NC(=O)c3cccn(Cc4ccccc4Cl)c3=O)sc2c1 | -5% | 11% |
| COc1ccccc1N(CC(=O)Nc1ccc2c(c1)OCO2)S(=O)(=O)c1ccc(C)cc1 | 8% | -5% |
| Cc1cccc(NS(=O)(=O)c2ccc(Cl)c(C(=O)Nc3ccccc3C)c2)c1 | 2% | 9% |
| CCc1nn(CC(=O)Nc2cccc(C(C)=O)c2)c(=O)c2cc3sccc3n12 | -3% | -9% |
| CCOc1ccccc1CNC(=O)Cn1ncn2nc(-c3cccs3)cc2c1=O | 2% | -2% |
| Cc1ccc(NC(=O)C2CCN(c3nc4ccccc4nc3C(F)(F)F)CC2)cc1F | 1% | 12% |
| CCOc1ccccc1CNC(=O)c1cnc2sc(N(CC)CC)nn2c1=O | -1% | 3% |
| COc1cccc(CNC(=O)c2ccc3c(c2)N(C)C(=O)C2CCCCN32)c1 (stereo unspecified) | 5% | -14% |
| Cc1cc(=O)oc2c3c(ccc12)OCN(Cc1ccc(Cl)cc1)C3 | -19% | 5% |
| Cc1ccccc1CSc1cn(CCNC(=O)c2cccs2)c2ccccc12 | 5% | -2% |
| Cc1ccc(NC(=O)C2CCN(S(=O)(=O)c3cccc4nsnc34)CC2)cc1 | 4% | -5% |
| Cc1ccc(-n2ncc(C(=O)NCCc3ccsc3)c2C2CCN(C(=O)OC(C)(C)C)CC2)cc1C | 2%[15.4 µM] | 9% |
| CCOc1ccc2nc(Cl)c(C3CC(c4ccc(C)cc4)=NN3C(=O)CCC(=O)O)cc2c1 (stereo unspecified) | -7% | -6% |
| CCOc1ccc(CNC(=O)C2Cc3ccccc3N2C(=O)CC)cc1 (stereo unspecified) | -5% | 4% |

A draw from above in order of length of the SMILES, lowest first.
| SMILES | TbPYK inhibitor | Sm TGR block |
| --- | --- | --- |
| CCOc1ccc(CNC(=O)C2Cc3ccccc3N2C(=O)CC)cc1 (stereo unspecified) | -5% | 4% |
| CCOc1ccccc1NC(=O)CN1C=NS(=O)(=O)c2ccccc21 | -6% | 32% |
| CCOc1ccccc1CNC(=O)Cn1ncn2nc(-c3cccs3)cc2c1=O | 2% | -2% |
| COc1cccc(CNC(=O)c2ccc3c(c2)N(C)C(=O)C2CCCCN32)c1 (stereo unspecified) | 5% | -14% |
| Cc1ccc(NC(=O)C2CCN(S(=O)(=O)c3cccc4nsnc34)CC2)cc1 | 4% | -5% |
| Cc1ccc(NC(=O)C2CCN(c3nc4ccccc4nc3C(F)(F)F)CC2)cc1F | 1% | 12% |
| CCN1C(=O)c2ccccc2S(=O)(=O)c2ccc(C(=O)NCc3ccc(C)cc3)cc21 | -13% | -1% |

Entries from the list above with a CF3 group:
| SMILES | TbPYK inhibitor | Sm TGR block |
| --- | --- | --- |
| CC(C)Cn1cc(NC(=O)N2CCN(c3cccc(C(F)(F)F)c3)CC2)c2ccccc2c1=O | -3% | 4% |
| Cc1ccc(NC(=O)C2CCN(c3nc4ccccc4nc3C(F)(F)F)CC2)cc1F | 1% | 12% |

Going on with the list:
| SMILES | TbPYK inhibitor | Sm TGR block |
| --- | --- | --- |
| O=S(=O)(Nc1ccc(-c2ccc(N3CCCCCC3)nn2)cc1)c1ccc(C(F)(F)F)cc1 | 2% | -7% |
| Cc1nn(C)c2c1c(-c1ccccc1)cc(=O)n2C(C)C(=O)NCCc1ccc(Cl)cc1 (stereo unspecified) | 0% | 0% |
| CCOC(=O)c1ccc(OC(=O)c2cn(-c3cccc(OC)c3)c(=O)c3ccccc23)cc1 | 1% | 8% |
| Cc1cccc(N2CCN(C(=O)c3ccc4c(c3)N(Cc3cccc(Cl)c3)C(=O)c3ccccc3S4=O)CC2C)c1 (stereo unspecified) | -2% | 11% |
| CCOC(=O)C1CCN(C(=O)CN2c3ccc(CC)cc3-c3ccccc3S2(=O)=O)CC1 | -7% | -1% |
| COc1ccc(Cl)cc1Nc1ccc2cc(S(=O)(=O)N3CCCCC3)ccc2n1 | 2% | 2% |
| CCOC(=O)c1noc2nc(C)n(CC(=O)Nc3ccc(Br)cc3C)c(=O)c12 | 3% | -3% |
| COc1cccc(CN2CCc3nc(N4CCN(c5ncccn5)CC4)ncc3C2)c1 | -1% | 28% |
| CSc1ncc2c(n1)-c1ccccc1N(Cc1ccc(Cl)cc1)S2(=O)=O | 1% | 11% |
| COc1ccc(Br)cc1CNC(=O)CCSCc1ccc(C)cc1 | -3% | -9% |
| Cc1ccc(NC(=O)Cn2nc(-c3ccccc3)nc(Cc3ccccc3)c2=O)cc1 | -3% | -7% |
| CC(C)NC(=O)CSc1nc2ccccc2c(=O)n1Cc1ccc(C(=O)NC(C)C)cc1 | 0% | 11% |
| COc1ccc(NC(=O)CSc2ccc3nc(-c4ccccc4)cn3n2)c(OC)c1 | -3% | 3% |
| Cc1ccc(CN2CCSc3ccc(C(=O)N4CCN(c5ccc(Cl)cc5)CC4)cc32)cc1 | -6% | 4% |
| CCOC(=O)c1cccc(NC(=O)NC2COc3ccccc3C2)c1 (stereo unspecified) | -5% | 2% |
| O=c1c2ccccc2n(Cc2cccc(Cl)c2)c(=O)n1Cc1ccccc1 | -4% | -8% |
| COc1ccc(-c2cc(C(=O)NCc3cc(OC)c(OC)c(OC)c3)[nH]n2)cc1 | 7% | -5% |
| Cc1ccc(-n2ncc3c(Nc4ccccc4C)ncnc32)cc1 | -6% | 7% |
| Cc1ccccc1NC(=O)CSc1nccn1C | -4% | 10% |
| Cc1nn(C(=O)c2ccc(Cl)cc2)c(C)c1S(=O)(=O)N1CCCCCC1 | 1% | -10% |

More compounds.
| SMILES | TbPYK inhibitor | Sm TGR block |
| --- | --- | --- |
| COc1ccccc1-c1nc2cc(NC(=O)c3ccccc3Cl)ccc2o1 | 0% | -1% |
| Cc1cc(C)c(OCCOCCn2c(-c3ccc(Cl)cc3)nc3ccccc3c2=O)c(C)c1 | -3% | 7% |
| Cc1ccc(NS(=O)(=O)c2ccc3c(c2)CCCN3C(=O)C2CCC2)c(C)c1 | -2% | -1% |
| CCC(CC)C(=O)Nc1nnc2n1CCS2 | 1% | 6% |
| Cc1cc(C)cc(NC(=O)Cc2c(C(=O)O)c(C)cn2C)c1 | -9% | -2% |
| CC(C)Nc1cc(N2CCN(C3CCCCC3)CC2)c2noc3c2c1C(=O)c1ccccc1-3 | -1% | -14% |
| Cc1cccc(NC(=O)c2ccc3nc(CCc4ccccc4)oc3c2)c1C | -2% | -4% |
| COc1cccc(-c2ccnc3c(-c4ccc(F)cc4)c(C)nn23)c1 | -2% | 7% |
| Cc1cccc(C(=O)N2c3ncnn3C3(CCCCC3)[C@@H]3CCCC[C@@H]32)c1 | -4% | 5% |
| COc1cccc(C(=O)CC2(O)C(=O)N(Cc3ccccc3)c3ccccc32)c1 (stereo unspecified) | 1% | 3% |
| Cc1ccc(-n2nc(C)c(C(=O)NCCCN3CCN(c4cccc(Cl)c4)CC3)c2-n2cccc2)cc1 | -1% | 6% |
| COc1ccc(-c2noc(CSc3nnc(-c4ccc(Cl)cc4)n3C)n2)cc1OC | -7% | -3% |
| CN(Cc1ccccc1)S(=O)(=O)c1ccc(NC(=O)c2cc(=O)c3ccccc3o2)cc1 | 0% | -1% |
| O=C(Cn1cc(SCc2cccc(F)c2)c2ccccc21)N1CCCC1 | -17% | 0% |
| COc1ccc(CNC(=O)c2cc3c(=O)n(Cc4cccs4)ccc3nc2C)cc1 | 3% | -10% |
| CCOc1ccccc1NC(=O)Cn1c(=O)n(CCCC(=O)NCCc2ccc(C)cc2)c(=O)c2ccccc21 | 1% | 10% |
| Cc1ccc(NC(=O)C(=O)NCCc2csc3nc(-c4ccccc4C)nn23)cc1Cl | 3% | -1% |
| COc1ccc(N2CC(NC(=O)COc3ccccc3F)CC2=O)cc1OC (stereo unspecified) | 1% | 6% |
| CC(C)CCN1C(=O)c2ccccc2CC1(C)C(=O)NC1CCC(C)CC1 (stereo unspecified) | -7% | 0% |
| CC(C)OCCCNC(=O)c1nn(C)c2c1CSc1ccccc1-2 | 5% | -20% |

Structures from the list above with a COOH group, in the order listed:
| SMILES | TbPYK inhibitor | Sm TGR block |
| --- | --- | --- |
| CCOc1ccc2nc(Cl)c(C3CC(c4ccc(C)cc4)=NN3C(=O)CCC(=O)O)cc2c1 (stereo unspecified) | -7% | -6% |
| Cc1cc(C)cc(NC(=O)Cc2c(C(=O)O)c(C)cn2C)c1 | -9% | -2% |

Later entries.
| SMILES | TbPYK inhibitor | Sm TGR block |
| --- | --- | --- |
| Cc1cccc(NC(=O)c2ccc(N(Cc3ccccc3)S(C)(=O)=O)cc2)c1 | -25% | -8% |
| COc1cccc(C2=NN(S(C)(=O)=O)C(c3cn(-c4ccccc4)nc3-c3cccs3)C2)c1 (stereo unspecified) | 1% | -11% |
| Cn1cc(S(=O)(=O)N2CCCCCC2)cc1C(=O)N1CCN(c2cccc(Cl)c2)CC1 | -11% | 0% |
| Cc1ccc(C)c(OCCn2c(C3CC(=O)N(Cc4ccc(F)cc4)C3)nc3ccccc32)c1 (stereo unspecified) | 0% | -7% |
| Cc1ccccc1Cn1cc(S(=O)(=O)c2ccc(Cl)cc2)c(=O)c2cc3c(cc21)OCO3 | -10% | 4% |
| O=C(NCc1ccc2c(c1)OCO2)c1ccc2c(c1)N(Cc1ccccc1F)C(=O)c1ccccc1S2=O (stereo unspecified) | 2% | 3% |
| CCOc1ccccc1CNC(=O)c1cc(-c2ccc(Cl)s2)nc2ccccc12 | 4% | -2% |
| COc1cc2ccccc2cc1C(=O)Nc1ccc2oc(-c3ccc(F)cc3Cl)nc2c1 | 2% | 0% |
| O=C(NCCC1=CCCCC1)c1ccc2c(c1)sc1nc(-c3ccc(F)cc3)cn12 | -1% | 5% |
| Cc1cccc(NC(=O)CSc2nc3ccccc3c3nc(CCn4cncc4C)nn23)c1 | 28% | -3% |
| COCCNC(=O)C1CCN(Cc2cc3ccccc3n2Cc2ccc(C)cc2)CC1 | 2% | 9% |
| COc1ccc(C)cc1NC(=O)c1nnn(-c2c(C)cccc2C)c1C | -2% | -10% |
| Cc1ccccc1C(=O)OCc1cc(=O)n2nc(C(C)C)sc2n1 | -1% | 5% |
| Cn1c(=O)n(C)c2cc(NS(=O)(=O)c3ccc(F)cc3)c(NCc3ccccc3)cc21 | 6% | -21% |
| COc1ccccc1CNC(=O)Cn1c(=O)nc(-c2ccccc2)c2ccccc21 | -2% | -5% |
| CCOc1ccccc1NC(=O)C(NS(=O)(=O)c1ccc2c(c1)CCC(=O)N2)c1ccccc1 (stereo unspecified) | -5% | -7% |
| CCc1cccc(C)c1NS(=O)(=O)c1c(C(=O)N2CCCCCC2)c(C)n(C)c1C | 3% | -2% |
| CC1CCN(S(=O)(=O)c2ccc3c(c2)N(CC(=O)NCc2ccccc2)C(=O)CO3)CC1 | -23% | 4% |
| Cc1ccc(Cl)cc1-n1c(CCC(=O)O)ccc1-c1cccs1 | -12% | 40µM* |
| Cc1ccc2c(=O)cc(C(=O)Nc3ccc(S(=O)(=O)N4CCCCC4)cc3)oc2c1C | 0% | 19% |

Other structures follow.
| SMILES | TbPYK inhibitor | Sm TGR block |
| --- | --- | --- |
| CCSc1ncc(Cl)c(C(=O)Nc2ccc(S(=O)(=O)N3CCCCC3)cc2)n1 | -1% | 16% |
| CC(=O)N1CCc2c(sc3nc(SCC(C)C)n(-c4ccc(C)c(Cl)c4)c(=O)c23)C1 | -2% | -22% |
| Cc1ccccc1Cn1c(SCc2ccc(C(=O)NC(C)c3ccccc3)cc2)nc2ccncc21 (stereo unspecified) | -5% | 2% |
| O=C(COc1ccc(Br)cc1Br)Nc1ccc(S(=O)(=O)Nc2ncccn2)cc1 | 1% | 2% |
| COc1cc(Cl)c(C)cc1NC(=O)Cn1c(C)c2cnn(-c3ccccc3)c(=O)c2c1C | -7% | -12% |
| CCOc1ccc(Nc2nc3cc(Cl)c(Cl)cc3nc2-n2nc(C)cc2C)cc1 | 7% | 8% |
| Cc1c(C(=O)N2CCC(C)CC2)c(S(=O)(=O)N(Cc2ccccc2)C(C)(C)C)c(C)n1C | 0% | -3% |
| CCC1CCCCN1S(=O)(=O)c1ccc(N2CCCCS2(=O)=O)cc1 (stereo unspecified) | 1% | -6% |
| CCCOc1ccc(Cn2c(=O)sc3ccccc32)cc1 | -3% | 5% |
| COc1ccc(OC)c(Nc2cc(C(=O)NCc3ccccc3)c3ccccc3n2)c1 | 1% | -7% |
| CCCn1cc(S(=O)(=O)c2cccc(Cl)c2)c(=O)c2cc(F)c(N3CCOCC3)cc21 | 4% | 20% |
| CCOc1ccc(CCNC(=O)CCc2cn(Cc3ccc(F)cc3)c3ccccc23)cc1 | -1% | 1% |
| CCOC(=O)c1cc(-c2ccc(OC)cc2)n(CCC(=O)NCCc2ccccc2)c1C | 9% | 4% |
| CC(=O)c1ccc(NS(=O)(=O)c2cccc(S(=O)(=O)c3ccc(Cl)cc3)c2)cc1 | 0% | -11% |
